Source: PubChem
NSD2 inh – NSD2 (human) methyltransferase inhibition | O96028 | NSD2-SET H3K36me1 DELFIA fluorescence, biochemical | inhibition, % at 12.5 µM | 44,000 compounds, 0.07% hits | AID 624260; in the data active = inhibition above about 54%, passing the limit was not always enough;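 note: inhibitors reduce the monomethyl H3K36 fluorescence signal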
* marks the source's active call; other numbers are inactive results; i = inactive.

NSD2 inh,Molecule
3,COc1ccc(S(=O)(=O)Nc2ccc3c(c2)C(=O)N([C@H](C)CO)C[C@H](C)[C@H](CN(C)Cc2ccccc2)O3)cc1
-3,C[C@@H]1CN([C@H](C)CO)C(=O)Cc2cc(NC(=O)Nc3ccc4c(c3)OCO4)ccc2O[C@H]1CN(C)Cc1ccc(Oc2ccccc2)cc1
2,C[C@H](CO)N1C[C@H](C)[C@@H](CN(C)C(=O)c2cccc(F)c2)Oc2cc(-c3cccc(F)c3)ccc2S1(=O)=O
8,COC(=O)CCCCCCC(=O)N/N=C/c1ccc2ccccc2c1
3,C[C@@H]1CN([C@@H](C)CO)C(=O)c2ccccc2-c2ccccc2CO[C@H]1CN(C)C(=O)Nc1ccnc(N2CCOCC2)c1
0,C[C@H](CO)N1C[C@H](C)[C@H](CN(C)CC2CCCCC2)OCCCC[C@H](C)Oc2ccc(NS(=O)(=O)c3ccc(Cl)cc3)cc2C1=O
-3,C[C@H]1CN([C@@H](C)CO)C(=O)c2cccc(NC(=O)Nc3ccc(C(F)(F)F)cc3)c2O[C@@H]1CN(C)Cc1ccc(Cl)c(Cl)c1
-3,Cc1noc(C)c1S(=O)(=O)N(C)C[C@@H]1Oc2ccc(N(C)C)cc2CC(=O)N([C@@H](C)CO)C[C@@H]1C
2,C/C=C/c1cnc2c(c1)C(=O)N([C@@H](C)CO)C[C@@H](C)[C@@H](CN(C)C(=O)CN1CCOCC1)O2
0,Cc1noc(C)c1S(=O)(=O)Nc1cccc2c1O[C@H](CN(C)Cc1ccc(C(=O)O)cc1)[C@H](C)CN([C@@H](C)CO)C2=O
7,CC(C)NC(=O)N(C)C[C@@H]1Oc2ncc(C#CC3CC3)cc2C(=O)N([C@@H](C)CO)C[C@@H]1C
1,O=C(NO)c1ccc(C(=O)N/N=C/c2ccncc2Br)cc1
3,COc1cccc(NC(=O)N(C)C[C@@H]2Oc3cc(C#Cc4ccc(F)cc4)ccc3S(=O)(=O)N([C@@H](C)CO)C[C@H]2C)c1
4,NC(=O)/C(=C/c1ccc2c(c1)OCO2)NC(=O)c1ccc(Br)cc1
3,CCC(=O)N(C)C[C@H]1Oc2ncc(/C=C/c3ccccc3)cc2C(=O)N([C@H](C)CO)C[C@@H]1C

Additional entries
NSD2 inh,Molecule
2,CC(C)NC(=O)N(C)C[C@@H]1Oc2ccc(NC(=O)CCN3CCOCC3)cc2CC(=O)N([C@H](C)CO)C[C@H]1C
2,C[C@@H]1CN([C@H](C)CO)C(=O)c2cc(NC(=O)CCCN(C)C)ccc2O[C@@H](C)CCCCO[C@H]1CN(C)C(=O)CCCN(C)C
2,COc1ccc(S(=O)(=O)Nc2ccc3c(c2)C(=O)N([C@H](C)CO)C[C@@H](C)[C@H](CN(C)Cc2ccc(C(=O)Nc4ccccc4N)cc2)O3)cc1
0,COc1ccc(S(=O)(=O)N(C)C[C@H]2Oc3ccc(NC(=O)Nc4cccc5ccccc45)cc3CC(=O)N([C@H](C)CO)C[C@@H]2C)cc1
-1,COc1ccc(S(=O)(=O)Nc2ccc3c(c2)C(=O)N([C@H](C)CO)C[C@H](C)[C@@H](CN(C)Cc2ccncc2)O3)cc1
6,CCC(=O)N(C)C[C@H]1Oc2ncc(C#Cc3ccc(OC)cc3)cc2C(=O)N([C@@H](C)CO)C[C@@H]1C
22,CN1CCN(C(=O)C[C@@H]2CC[C@@H](NC(=O)c3ccc4c(c3)OCO4)[C@H](CO)O2)CC1
1,C[C@@H]1CN([C@@H](C)CO)S(=O)(=O)c2ccc(Br)cc2O[C@@H]1CN(C)CC1CC1
-3,CC(C)COC(=O)N(C)C[C@H]1OCc2ccccc2-c2ccccc2C(=O)N([C@@H](C)CO)C[C@H]1C
-1,CNC[C@H]1Oc2c(NC(=O)Nc3ccc(F)cc3)cccc2C(=O)N([C@@H](C)CO)C[C@H]1C
2,O=C(N[C@H]1CC[C@H](CC(=O)N2CCOCC2)O[C@H]1CO)c1ccccn1
6,C[C@@H]1CN([C@H](C)CO)S(=O)(=O)c2ccc(Br)cc2O[C@@H]1CN(C)Cc1ccncc1
-6,C[C@@H](NC(=O)C[C@H]1C[C@H]2c3cc(NC(=O)c4cccnc4)ccc3O[C@H]2[C@H](CO)O1)c1ccccc1
-4,CC(C)NC(=O)N(C)C[C@@H]1OCCCC[C@@H](C)Oc2ccc(NC(=O)Nc3ccc(C(F)(F)F)cc3)cc2C(=O)N([C@@H](C)CO)C[C@@H]1C
0,COc1ccc(OC(=O)N(C)C[C@H]2OCc3ccccc3-c3ccccc3C(=O)N([C@H](C)CO)C[C@H]2C)cc1

(next part)
NSD2 inh,Molecule
0,C[C@H]1CN([C@@H](C)CO)C(=O)c2cc(C3=CCCCC3)cnc2O[C@H]1CN(C)C(=O)C1CCOCC1
-4,Cc1ccc(S(=O)(=O)Nc2ccc3c(c2)CC(=O)N([C@H](C)CO)C[C@@H](C)[C@H](CN(C)C(=O)Nc2cccc4ccccc24)O3)cc1
10,CCCNC(=O)N(C)C[C@@H]1Oc2cc(C#Cc3ccccn3)ccc2S(=O)(=O)N([C@@H](C)CO)C[C@@H]1C
4,Cc1noc(C)c1NC(=O)N(C)C[C@H]1Oc2c(NC(=O)C3CC3)cccc2C(=O)N([C@@H](C)CO)C[C@H]1C
1,CC(C)[C@@H](C)NC(=O)N(C)C[C@H]1OCc2ccccc2-c2ccccc2C(=O)N([C@@H](C)CO)C[C@@H]1C
0,O=C(Nc1ccc(S(=O)(=O)Nc2nccs2)cc1)C1CC(=O)N(c2ccccc2)C1 (stereo not given)
-8,C[C@@H]1CCCCO[C@@H](CN(C)C(=O)Nc2ccc(C(F)(F)F)cc2)[C@H](C)CN([C@H](C)CO)C(=O)c2cc(NS(=O)(=O)c3cccs3)ccc2O1
2,C[C@H]1CN([C@@H](C)CO)C(=O)CCCn2nncc2CO[C@@H]1CN(C)Cc1cccc2c1OCCCO2
4,Cc1noc(C)c1NC(=O)N(C)C[C@@H]1Oc2ccc(NS(=O)(=O)c3cccs3)cc2C(=O)N([C@@H](C)CO)C[C@H]1C
3,COc1ccc(CNC(=O)N(C)C[C@@H]2OCc3ccccc3-c3c(n(C)c4ccccc34)C(=O)N([C@@H](C)CO)C[C@H]2C)cc1
-1,CC(C)NC(=O)Nc1ccc2c(c1)C(=O)N([C@@H](C)CO)C[C@H](C)[C@H](CN(C)S(=O)(=O)c1ccc(F)cc1)OCCCC[C@H](C)O2
-8,C[C@@H]1CN([C@@H](C)CO)C(=O)Cc2cc(NC(=O)Nc3cccc4ccccc34)ccc2O[C@@H]1CN(C)Cc1ccc(C(=O)Nc2ccccc2N)cc1
1,C[C@H]1CN([C@@H](C)CO)C(=O)c2cccc(NC(=O)Nc3ccc(C(F)(F)F)cc3)c2O[C@H]1CN(C)CC1CC1
0,C[C@@H]1CN([C@@H](C)CO)C(=O)c2cccc(NC(=O)Nc3ccccc3)c2O[C@H]1CN(C)CC1CC1
2,C[C@H]1CN([C@@H](C)CO)C(=O)c2cc(NS(=O)(=O)c3ccc(Cl)cc3)ccc2O[C@H]1CN(C)Cc1ccc2c(c1)OCO2

The results go on.
NSD2 inh,Molecule
4,C[C@H](CO)N1C[C@H](C)[C@@H](CN(C)Cc2ccncc2)Oc2ccc(NS(C)(=O)=O)cc2C1=O
-6,C[C@H](CO)N1C[C@H](C)[C@H](CN(C)S(=O)(=O)c2cccs2)Oc2ccc(NS(=O)(=O)c3ccccc3)cc2CC1=O
i,CNC[C@H]1OCCCC[C@H](C)Oc2ccc(NS(=O)(=O)c3ccc(C)cc3)cc2C(=O)N([C@@H](C)CO)C[C@H]1C
2,C[C@H](CO)N1C[C@H](C)[C@H](CN(C)CC2CCCCC2)Oc2c(NC(=O)C3CCCCC3)cccc2C1=O
-5,C[C@@H]1CN([C@@H](C)CO)C(=O)c2cc(NC(=O)CCC(F)(F)F)ccc2O[C@@H](C)CCCCO[C@@H]1CN(C)Cc1ccc(C(F)(F)F)cc1
4,C[C@@H]1CN([C@@H](C)CO)C(=O)Cc2cc(NS(=O)(=O)c3cccs3)ccc2O[C@H]1CN(C)CC1CCCCC1
-1,CC(C)NC(=O)N(C)C[C@H]1OCCCC[C@@H](C)Oc2ccc(NC(=O)Cc3ccccc3)cc2C(=O)N([C@@H](C)CO)C[C@H]1C
-28,C[C@H](O)C#Cc1ccc2c(c1)O[C@H](CN(C)Cc1ccncc1)[C@H](C)CN([C@@H](C)CO)S2(=O)=O
1,C[C@@H]1CN([C@H](C)CO)C(=O)c2cccc(NC(=O)c3nc4ccccc4s3)c2O[C@H]1CN(C)C(=O)Nc1ccc(F)cc1
5,C[C@@H]1CN([C@H](C)CO)C(=O)c2cc(NS(=O)(=O)c3ccc(F)cc3)ccc2O[C@@H]1CN(C)Cc1ccc2c(c1)OCO2
-2,C[C@H]1CN([C@@H](C)CO)C(=O)c2cc(-c3ccccc3)cnc2O[C@H]1CN(C)C(=O)C1CCCCC1
-2,CC(C)NC(=O)N(C)C[C@H]1Oc2ccc(NC(=O)CCCN(C)C)cc2C(=O)N([C@H](C)CO)C[C@H]1C
-6,C[C@H](CO)N1C[C@H](C)[C@@H](CN(C)Cc2ccc(-c3ccccc3)cc2)Oc2ccc(NS(=O)(=O)c3cccs3)cc2C1=O
-15,Cc1noc(C)c1NC(=O)N(C)C[C@@H]1Oc2ccc(NC(=O)CCN3CCOCC3)cc2CC(=O)N([C@@H](C)CO)C[C@H]1C
3,CC(C)NC(=O)N(C)C[C@@H]1Oc2ccc(NS(C)(=O)=O)cc2C(=O)N([C@H](C)CO)C[C@@H]1C

Continued.
NSD2 inh,Molecule
6,C[C@H](CO)N1C[C@H](C)[C@H](CN(C)C(=O)CN(C)C)Oc2cc(C#Cc3ccc(F)cc3)ccc2S1(=O)=O
-2,C[C@@H]1CCCCO[C@@H](CN(C)S(=O)(=O)c2cccs2)[C@@H](C)CN([C@H](C)CO)C(=O)c2cc(NS(C)(=O)=O)ccc2O1
-3,COc1ccc(O)c(C=NCC(C)N=Cc2cc(OC)ccc2O)c1 (stereo not given)
1,COC(=O)C(Cc1ccccc1)NC(=O)c1ccccc1 (stereo not given)
-10,C[C@@H]1CN([C@@H](C)CO)S(=O)(=O)c2ccc(-c3cncnc3)cc2O[C@@H]1CN(C)C(=O)NC1CCCC1
-5,C[C@H]1CN([C@@H](C)CO)C(=O)c2cc(NC(=O)Cc3cn(C)c4ccccc34)ccc2O[C@@H]1CN(C)Cc1ccc(-c2ccccc2)cc1
-2,C[C@H](CO)N1C[C@H](C)[C@H](CN(C)Cc2ccc(C(F)(F)F)cc2)Oc2ccc(NC(=O)CCCCCC(=O)Nc3ccccc3N)cc2C1=O
40,CNC[C@@H]1OCCCC[C@@H](C)Oc2ccc(NS(=O)(=O)c3ccccc3)cc2C(=O)N([C@@H](C)CO)C[C@H]1C
-15,CC(=O)N(C)C[C@@H]1Oc2cc(-c3ccccc3F)ccc2S(=O)(=O)N([C@H](C)CO)C[C@H]1C
-5,C[C@H]1CCCCO[C@H](CN(C)S(=O)(=O)c2ccc(Cl)cc2)[C@@H](C)CN([C@@H](C)CO)C(=O)c2cc(NC(=O)Nc3ccc(F)cc3)ccc2O1
2,CNC(=O)C1=C[C@@H](c2ccc(OC)cc2)C[C@@H](OCCCCO)O1
-7,C[C@H]1CN([C@@H](C)CO)C(=O)c2cccc(NC(=O)NC3CCCCC3)c2O[C@H]1CN(C)Cc1ccc(Oc2ccccc2)cc1
13,C[C@H](CO)N1C[C@H](C)[C@@H](CN(C)C)OCCCC[C@H](C)Oc2ccc(NC(=O)c3ccccc3)cc2C1=O
4,COc1ccc(CN(C)C[C@H]2OCCCC[C@@H](C)Oc3ccc(N(C)C)cc3C(=O)N([C@@H](C)CO)C[C@H]2C)cc1
0,C[C@@H]1CN([C@H](C)CO)C(=O)Cc2cc(N(C)C)ccc2O[C@H]1CN(C)Cc1ccc(Oc2ccccc2)cc1

(next part)
NSD2 inh,Molecule
1,CCO[C@@H]1OC(C(=O)N2CCN(Cc3ccccc3)CC2)=C[C@H](C2CCCCC2)[C@H]1CCCO
-4,COc1ccc(S(=O)(=O)N(C)C[C@@H]2Oc3ccc(NC(=O)CCCN(C)C)cc3CC(=O)N([C@H](C)CO)C[C@@H]2C)cc1
4,C[C@@H]1CCCCO[C@H](CN(C)S(=O)(=O)c2cccs2)[C@H](C)CN([C@H](C)CO)C(=O)c2cc(N(C)C)ccc2O1
-5,C[C@H](CO)N1C[C@H](C)[C@H](CN(C)Cc2ccc(C(=O)O)cc2)Oc2ccc(NC(=O)Nc3ccccc3)cc2C1=O
-3,CC(C)NC(=O)Nc1ccc2c(c1)C(=O)N([C@H](C)CO)C[C@H](C)[C@@H](CN(C)C(=O)C1CCCCC1)OCCCC[C@H](C)O2

Compounds above with a Cl atom:
NSD2 inh,Molecule
0,C[C@H](CO)N1C[C@H](C)[C@H](CN(C)CC2CCCCC2)OCCCC[C@H](C)Oc2ccc(NS(=O)(=O)c3ccc(Cl)cc3)cc2C1=O
-3,C[C@H]1CN([C@@H](C)CO)C(=O)c2cccc(NC(=O)Nc3ccc(C(F)(F)F)cc3)c2O[C@@H]1CN(C)Cc1ccc(Cl)c(Cl)c1
2,C[C@H]1CN([C@@H](C)CO)C(=O)c2cc(NS(=O)(=O)c3ccc(Cl)cc3)ccc2O[C@H]1CN(C)Cc1ccc2c(c1)OCO2
-5,C[C@H]1CCCCO[C@H](CN(C)S(=O)(=O)c2ccc(Cl)cc2)[C@@H](C)CN([C@@H](C)CO)C(=O)c2cc(NC(=O)Nc3ccc(F)cc3)ccc2O1

An excerpt from above in order of number of heavy atoms, ascending.
NSD2 inh,Molecule
1,CCO[C@@H]1OC(C(=O)N2CCN(Cc3ccccc3)CC2)=C[C@H](C2CCCCC2)[C@H]1CCCO
4,COc1ccc(CN(C)C[C@H]2OCCCC[C@@H](C)Oc3ccc(N(C)C)cc3C(=O)N([C@@H](C)CO)C[C@H]2C)cc1
-4,COc1ccc(S(=O)(=O)N(C)C[C@@H]2Oc3ccc(NC(=O)CCCN(C)C)cc3CC(=O)N([C@H](C)CO)C[C@@H]2C)cc1
-3,CC(C)NC(=O)Nc1ccc2c(c1)C(=O)N([C@H](C)CO)C[C@H](C)[C@@H](CN(C)C(=O)C1CCCCC1)OCCCC[C@H](C)O2

Some of the compounds tested. The share of hits here may be higher or lower than overall.
